MITF inh = inhibitors of human MITF. O75030. AlphaScreen MITF homodimerization, bead proximity signal. inhibition, % at 2.6 µM. 650,000 compounds, 0.91% hits. AID 1259374; in the data active means inhibition above about 50%;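 further: 0% = vehicle wells with protein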
FBW7 activator = human FBW7 E3 ligase activation, primary screen | normalized activity (activation), % at 26.1 µM | AID 1259310 | Q969H0 | AlphaScreen FBW7–phospho-cyclin E peptide binding, activator screen | 650,000 compounds, 0.13% hits; in the data active means normalized activity above about 1.9%;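 further: purified mutant Fbw7 with reduced substrate affinity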
Target sequence (Q969H0 whole entry, looked up): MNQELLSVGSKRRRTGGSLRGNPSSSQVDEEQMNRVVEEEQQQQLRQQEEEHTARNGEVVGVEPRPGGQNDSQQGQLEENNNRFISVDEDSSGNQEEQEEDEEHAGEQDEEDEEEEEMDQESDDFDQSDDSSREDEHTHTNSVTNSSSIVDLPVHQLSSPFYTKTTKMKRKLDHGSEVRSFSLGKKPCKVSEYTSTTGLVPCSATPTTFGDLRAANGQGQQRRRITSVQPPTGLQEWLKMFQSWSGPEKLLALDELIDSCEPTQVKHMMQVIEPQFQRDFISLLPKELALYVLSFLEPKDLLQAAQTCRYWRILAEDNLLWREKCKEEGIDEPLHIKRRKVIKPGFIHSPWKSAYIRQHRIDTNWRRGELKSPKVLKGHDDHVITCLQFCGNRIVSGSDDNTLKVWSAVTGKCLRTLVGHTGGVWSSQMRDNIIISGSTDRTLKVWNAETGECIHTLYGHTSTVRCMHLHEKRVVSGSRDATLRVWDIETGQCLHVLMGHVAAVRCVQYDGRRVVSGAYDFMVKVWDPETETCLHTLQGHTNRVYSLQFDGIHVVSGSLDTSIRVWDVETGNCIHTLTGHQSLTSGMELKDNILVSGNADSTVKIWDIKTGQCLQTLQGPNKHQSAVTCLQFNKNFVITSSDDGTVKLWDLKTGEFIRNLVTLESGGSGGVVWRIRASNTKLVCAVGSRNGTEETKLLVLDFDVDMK
TEAD-YAP block = TEAD-YAP interaction inhibition; HEK-TIYL cells, TEAD-Gal4/YAP UAS-luciferase luminescence; inhibition, % at 9.12 µM; 640,000 compounds, 1.4% hits; in the data active means inhibition above about 32%;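 further: 0% = median of test compound wells and 100% = reference inhibitor wells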
GPR151 activ = human GPR151 activation. Q8TDV0. PathHunter beta-arrestin GPR151 cells, luminescence. activation, % at 11.2 µM. 650,000 compounds, 1% hits. AID 1508602; in the data active means activation above about 4.9%;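 further: 0% = median of compound wells and 100% = cells with positive control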
Target sequence (Q8TDV0 whole entry, looked up): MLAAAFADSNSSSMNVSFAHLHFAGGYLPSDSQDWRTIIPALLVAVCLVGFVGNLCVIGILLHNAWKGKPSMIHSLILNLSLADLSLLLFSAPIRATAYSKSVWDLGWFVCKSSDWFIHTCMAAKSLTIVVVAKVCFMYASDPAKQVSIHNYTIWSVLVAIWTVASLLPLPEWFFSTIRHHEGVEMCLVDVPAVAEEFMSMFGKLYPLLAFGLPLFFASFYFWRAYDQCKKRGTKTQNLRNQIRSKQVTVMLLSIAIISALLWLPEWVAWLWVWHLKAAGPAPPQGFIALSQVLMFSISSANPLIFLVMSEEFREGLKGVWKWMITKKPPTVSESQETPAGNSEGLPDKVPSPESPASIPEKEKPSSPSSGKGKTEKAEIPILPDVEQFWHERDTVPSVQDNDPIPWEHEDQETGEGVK
Starred values were filed as active, the others as inactive. Random draw from the library, and some 3.5% of all compounds hit somewhere here.

`Cc1ccc(C(=O)N2CCN3C(=O)[C@H](Cc4ccccc4)N(C)C(=O)[C@H]3C2)cc1F` gave MITF inh -5, FBW7 activator -0.3, TEAD-YAP block -7 and GPR151 activ 0.1.
For CCNc1nc(NC2CCN(Cc3ccccc3)CC2)c2ncn(-c3ccccc3)c2n1 the results were MITF inh 2, FBW7 activator 0.0, TEAD-YAP block 11 and GPR151 activ 2.4.
COc1ccc(C2/C(=C(\O)c3ccc(F)cc3)C(=O)C(=O)N2c2nncs2)cc1 (stereo not drawn) was read as MITF inh 6, FBW7 activator -0.2, TEAD-YAP block 8 and GPR151 activ -0.3.
CCC(=O)Nc1ccc(SC#N)c(C(F)(F)F)c1 was read as MITF inh -7, FBW7 activator -0.3, TEAD-YAP block 24 and GPR151 activ -0.4.
For CN(C)c1ccc(N2C(=O)C3C4C=CC(C4)C3C2=O)cc1 (stereo not drawn) the results were MITF inh 2, FBW7 activator -0.1, TEAD-YAP block 1 and GPR151 activ 1.2.
O=S(=O)(Nc1ccc(F)c(Cl)c1)c1cnc[nH]1 was read as MITF inh 3, FBW7 activator 0.1, TEAD-YAP block -1 and GPR151 activ 0.8.
O=C(Nc1ccccc1C(=O)N/N=C/c1ccc(O)cc1O)c1ccc(Cl)cc1 was read as MITF inh 4, FBW7 activator -0.1, TEAD-YAP block 11 and GPR151 activ 0.4.
Screening O=C(O)c1ccccc1SC1CC(=O)N(c2cccc([N+](=O)[O-])c2)C1=O (stereo not drawn) returned MITF inh -16, FBW7 activator -0.4, TEAD-YAP block -2 and GPR151 activ 1.6.
For Cc1ccc2c(c1)N(C(=O)c1sc3ccccc3c1Cl)C(C)(C)c1ssc(=S)c1-2 the results were MITF inh 8, FBW7 activator -0.2, TEAD-YAP block -13 and GPR151 activ 0.9.
For NC(=O)c1ccccc1NC(=O)CSCc1cccc(Cl)c1 the results were MITF inh 5, FBW7 activator 0.6, TEAD-YAP block -11 and GPR151 activ 0.1.
Cc1cc(N/N=C/c2ccccc2)nc(-c2ccccc2O)n1 was read as MITF inh 10, FBW7 activator 0.0, TEAD-YAP block 8 and GPR151 activ 1.3.
`Cc1ccc(C(=O)N2NC(c3ccccc3F)C3C(=O)N(c4ccc(C)cc4)C(=O)C32)cc1` (stereo not drawn) gave MITF inh 0, FBW7 activator 0.5, TEAD-YAP block -7 and GPR151 activ -0.9.
`COc1ccc(NC(=O)/C=C/c2cccc(Cl)c2)cc1` gave MITF inh 8, FBW7 activator 0.0, TEAD-YAP block -66 and GPR151 activ -0.2.
For CCOC(=O)CN1CC23C=CC(O2)C(C(=O)NC2CCCCC2)C3C1=O (stereo not drawn) the results were MITF inh 5, FBW7 activator -0.2, TEAD-YAP block 5 and GPR151 activ 0.7.
`O=C(C1CCC1)N1CCc2cc(S(=O)(=O)NCc3ccccc3Cl)ccc21` gave MITF inh -3, FBW7 activator 0.1, TEAD-YAP block 5 and GPR151 activ 0.9.
`CCCn1c2ccccc2c2nnc(SC)nc21` gave MITF inh 1, FBW7 activator 0.2, TEAD-YAP block -14 and GPR151 activ 1.9.
CC(=O)c1ccc(NC(=O)Nc2ccc(C(N)=O)cc2)cc1 was read as MITF inh -11, FBW7 activator -0.2, TEAD-YAP block -18 and GPR151 activ 0.3.
`O=C(CSC1CC(=O)N(c2ccccc2)C1=O)Nc1cccc(F)c1` (stereo not drawn) gave MITF inh 9, FBW7 activator 0.2, TEAD-YAP block -7 and GPR151 activ 0.7.
C=CCOc1cc(Br)c(CO)cc1OCC was read as MITF inh 7, FBW7 activator 0.9, TEAD-YAP block 4 and GPR151 activ -2.7.
O=C(COC(=O)c1cccc(I)c1)c1ccc([N+](=O)[O-])cc1 was read as MITF inh 20, FBW7 activator -0.1, TEAD-YAP block 1 and GPR151 activ -1.5.
`Oc1ccc2ccccc2c1CN1CCN(Cc2ccc3c(c2)OCO3)CC1` gave MITF inh 4, FBW7 activator 0.0, TEAD-YAP block -6 and GPR151 activ 0.1.
`COc1ccc(-c2nc3ccc(Br)cn3c2NCC2CCCO2)cc1O` (stereo not drawn) gave MITF inh -6, FBW7 activator 0.2, TEAD-YAP block 3 and GPR151 activ 1.1.
`C=CCNC(=O)COc1ccc(Cl)c(C)c1` gave MITF inh 15, FBW7 activator 0.1, TEAD-YAP block -12 and GPR151 activ -1.6.
Screening COc1ccc(Cl)cc1C(=O)Nc1nc2ccc(S(C)(=O)=O)cc2s1 returned MITF inh 5, FBW7 activator 0.1, TEAD-YAP block -3 and GPR151 activ -0.6.
Screening Cc1ccc(NS(=O)(=O)c2cc3c(cc2C)NC(=O)CO3)cc1Cl returned MITF inh 6, FBW7 activator 0.2, TEAD-YAP block -2 and GPR151 activ 3.8.
Screening CN(C)c1ccccc1-c1cnn2c(NCC3CC3)ccnc12 returned MITF inh -6, FBW7 activator -0.1, TEAD-YAP block -46 and GPR151 activ 0.8.
CC1=NC2(CCN(S(=O)(=O)c3cccs3)CC2)N=C1c1cccc(C(F)(F)F)c1 was read as MITF inh 7, FBW7 activator 0.1, TEAD-YAP block 4 and GPR151 activ 0.9.
`COc1cc(Nc2ccn3ncc(-c4ccccc4Cl)c3n2)cc(OC)c1OC` gave MITF inh 9, FBW7 activator 1.6, TEAD-YAP block 36* and GPR151 activ 0.0.
COc1ccc(CCN(Cc2nc3ccccc3c(=O)[nH]2)C(C)=O)cc1 was read as MITF inh 6, FBW7 activator 0.1, TEAD-YAP block 5 and GPR151 activ 1.2.
For C=CCN1C(=O)/C(=C\c2cc(C)n(-c3ccccc3)c2C)C(C(=O)OC)=C1C the results were MITF inh -20, FBW7 activator 0.1, TEAD-YAP block 8 and GPR151 activ 0.5.
O=S(=O)(c1cccnc1)N1CCN(c2ccc(-c3ccncc3)nn2)CC1 was read as MITF inh -2, FBW7 activator -0.1, TEAD-YAP block -7 and GPR151 activ 0.2.
CSC1=NCCN1C(=O)c1cccc(F)c1 was read as MITF inh -1, FBW7 activator -0.1, TEAD-YAP block 12 and GPR151 activ -0.5.
`COc1ccc(Cn2c(=O)n(C)c(=O)n(C)c2=O)cc1[N+](=O)[O-]` gave MITF inh 10, FBW7 activator 0.0, TEAD-YAP block 0 and GPR151 activ 1.0.
`CCn1c(=O)c(C(=O)Nc2nnc(CC(C)C)s2)c(O)c2ccccc21` gave MITF inh 0, FBW7 activator 0.3, TEAD-YAP block 7 and GPR151 activ 1.4.
For COc1ccc(-c2cncc(C(=O)NCCc3ccc(O)cc3)c2)cc1 the results were MITF inh 3, FBW7 activator 0.0, TEAD-YAP block -1 and GPR151 activ 1.4.
For CC(C(=O)Nc1cccnc1)(C(F)(F)F)C(F)(F)F the results were MITF inh 1, FBW7 activator -0.1, TEAD-YAP block 3 and GPR151 activ 0.4.
For CC(Sc1ncc(C(F)(F)F)cc1Cl)C(=O)NC(N)=O (stereo not drawn) the results were MITF inh -3, FBW7 activator -0.1, TEAD-YAP block 3 and GPR151 activ 0.9.
N#Cc1cc([N+](=O)[O-])ccc1NC(=O)COC(=O)/C=C/c1ccc(OC(F)F)cc1 was read as MITF inh -4, FBW7 activator -0.1, TEAD-YAP block 1 and GPR151 activ 1.2.
CC(C)N1CCN(S(=O)(=O)c2ccc(F)cc2)CC1 was read as MITF inh 45, FBW7 activator 0.1, TEAD-YAP block 9 and GPR151 activ 0.9.
`CCc1ccc2[nH]c3nc(SCC4OCCO4)nnc3c2c1` gave MITF inh -4, FBW7 activator -0.1, TEAD-YAP block -59 and GPR151 activ 0.8.
Screening O=C(COc1ccc(/C=N/NS(=O)(=O)c2ccccc2)cc1)N1CCOCC1 returned MITF inh 9, FBW7 activator 0.7, TEAD-YAP block -15 and GPR151 activ 1.6.
For O=c1[nH]c2ccccc2nc1Cc1ccc(F)cc1 the results were MITF inh 4, FBW7 activator 0.5, TEAD-YAP block 9 and GPR151 activ -0.5.
O=C(c1ccccc1F)N1CCN(Cc2ccncc2)CC1 was read as MITF inh 73*, FBW7 activator -0.2, TEAD-YAP block 8 and GPR151 activ 0.7.
For Cc1cc(Cl)cc2c1N=C(c1ccc(Br)cc1)NN=C2c1ccccc1 the results were MITF inh -3, FBW7 activator -0.1, TEAD-YAP block 8 and GPR151 activ 1.0.
Screening O=C(CN1C(=O)C2C3C=CC(C3)C2C1=O)Nc1ccc([N+](=O)[O-])cc1 (stereo not drawn) returned MITF inh 10, FBW7 activator 0.0, TEAD-YAP block 3 and GPR151 activ 0.9.

In the list so far, 2 have a thiophene ring, fused or not:
For Cc1ccc2c(c1)N(C(=O)c1sc3ccccc3c1Cl)C(C)(C)c1ssc(=S)c1-2 the results were MITF inh 8, FBW7 activator -0.2, TEAD-YAP block -13 and GPR151 activ 0.9.
CC1=NC2(CCN(S(=O)(=O)c3cccs3)CC2)N=C1c1cccc(C(F)(F)F)c1 was read as MITF inh 7, FBW7 activator 0.1, TEAD-YAP block 4 and GPR151 activ 0.9.

(listing goes on)
Screening CN1CCN(c2ccc(NC(=O)COc3ccc(Br)cc3)cc2)CC1 returned MITF inh 3, FBW7 activator 0.1, TEAD-YAP block 1 and GPR151 activ -0.3.
`COc1ccc(Br)cc1C(=O)Nc1ccc2oc(-c3cccnc3)nc2c1` gave MITF inh -5, FBW7 activator -0.1, TEAD-YAP block -5 and GPR151 activ -1.9.
For COc1ccccc1-n1ncc2c(=O)[nH]c(SCc3cccc(F)c3)nc21 the results were MITF inh 15, FBW7 activator -0.1, TEAD-YAP block -4 and GPR151 activ -1.0.
`CC1CCCN(C(=O)c2cc3c(=O)n4ccccc4nc3s2)C1` (stereo not drawn) gave MITF inh 14, FBW7 activator -0.1, TEAD-YAP block -34 and GPR151 activ -0.2.
`Cc1ccc(I)c(NS(=O)(=O)c2cccc(N)c2)c1` gave MITF inh -1, FBW7 activator -0.2, TEAD-YAP block 2 and GPR151 activ 2.5.
O=C1CCC(CCNCc2ccccn2)N1CCc1ccccc1F (stereo not drawn) was read as MITF inh 20, FBW7 activator -0.7, TEAD-YAP block 0 and GPR151 activ -0.9.
For CCN1CCN(C(=O)NCc2noc3ccccc23)CC1 the results were MITF inh 3, FBW7 activator 0.1, TEAD-YAP block -6 and GPR151 activ 1.5.
Screening Cc1nc2c(-c3ccccc3)c(C)nn2c(C)c1CC(=O)N1CCOCC1 returned MITF inh 9, FBW7 activator 0.2, TEAD-YAP block 11 and GPR151 activ -2.8.
`CC1=C(C(=O)Nc2ccccc2)C(c2ccc(F)cc2)n2c(s/c(=C\c3ccc(Br)cc3)c2=O)=N1` (stereo not drawn) gave MITF inh 6, FBW7 activator 0.0, TEAD-YAP block -4 and GPR151 activ 2.4.
`FC(F)(F)c1ccc(Cn2cnc3c(NCCN4CCOCC4)nc(Nc4nccc5ccccc45)nc32)cc1` gave MITF inh 2, FBW7 activator 0.1, TEAD-YAP block 10 and GPR151 activ 3.9.
`COc1cc(NC(=O)Cn2nc([N+](=O)[O-])c(Br)c2C)c(OC)cc1Cl` gave MITF inh 3, FBW7 activator 0.1, TEAD-YAP block -3 and GPR151 activ 2.7.
For COc1ccccc1NC(C)C(=O)N/N=C/c1cc([N+](=O)[O-])ccc1O (stereo not drawn) the results were MITF inh 31, FBW7 activator -0.7, TEAD-YAP block 22 and GPR151 activ 0.9.
Screening CC(=O)N1c2ccccc2NC2=C(C(=O)CC(c3cccc(Br)c3)C2)C1c1ccc(C)cc1 (stereo not drawn) returned MITF inh -10, FBW7 activator -0.1, TEAD-YAP block 6 and GPR151 activ 1.3.
For COc1ccc(NC(=O)c2cc(-c3ccccc3OC)on2)cc1OC the results were MITF inh 4, FBW7 activator 0.0, TEAD-YAP block -2 and GPR151 activ 0.4.
Screening CC(C)(C)C1CCC2(CC1)N=C(c1ccccc1)C(=O)N2 (stereo not drawn) returned MITF inh 1, FBW7 activator -0.1, TEAD-YAP block 1 and GPR151 activ 0.8.
CCN(CC)C(=O)[C@@H]1C[C@H](NCc2cccs2)CN1Cc1ccc2ccccc2c1 was read as MITF inh 9, FBW7 activator 0.0, TEAD-YAP block -5 and GPR151 activ -0.4.
Screening CC1(C)Cc2ccccc2-c2nnnn21 returned MITF inh 4, FBW7 activator 0.1, TEAD-YAP block 21 and GPR151 activ 3.0.
`CCC(C(=O)N1CCC2(CC1)OCCO2)n1nc(C)c2sc3ccccc3c2c1=O` (stereo not drawn) gave MITF inh -33, FBW7 activator -0.1, TEAD-YAP block 9 and GPR151 activ 1.2.

Molecules shown so far containing bromine, in the order listed:
C=CCOc1cc(Br)c(CO)cc1OCC was read as MITF inh 7, FBW7 activator 0.9, TEAD-YAP block 4 and GPR151 activ -2.7.
`COc1ccc(-c2nc3ccc(Br)cn3c2NCC2CCCO2)cc1O` (stereo not drawn) gave MITF inh -6, FBW7 activator 0.2, TEAD-YAP block 3 and GPR151 activ 1.1.
For Cc1cc(Cl)cc2c1N=C(c1ccc(Br)cc1)NN=C2c1ccccc1 the results were MITF inh -3, FBW7 activator -0.1, TEAD-YAP block 8 and GPR151 activ 1.0.
Screening CN1CCN(c2ccc(NC(=O)COc3ccc(Br)cc3)cc2)CC1 returned MITF inh 3, FBW7 activator 0.1, TEAD-YAP block 1 and GPR151 activ -0.3.
`COc1ccc(Br)cc1C(=O)Nc1ccc2oc(-c3cccnc3)nc2c1` gave MITF inh -5, FBW7 activator -0.1, TEAD-YAP block -5 and GPR151 activ -1.9.
`CC1=C(C(=O)Nc2ccccc2)C(c2ccc(F)cc2)n2c(s/c(=C\c3ccc(Br)cc3)c2=O)=N1` (stereo not drawn) gave MITF inh 6, FBW7 activator 0.0, TEAD-YAP block -4 and GPR151 activ 2.4.
`COc1cc(NC(=O)Cn2nc([N+](=O)[O-])c(Br)c2C)c(OC)cc1Cl` gave MITF inh 3, FBW7 activator 0.1, TEAD-YAP block -3 and GPR151 activ 2.7.
Screening CC(=O)N1c2ccccc2NC2=C(C(=O)CC(c3cccc(Br)c3)C2)C1c1ccc(C)cc1 (stereo not drawn) returned MITF inh -10, FBW7 activator -0.1, TEAD-YAP block 6 and GPR151 activ 1.3.

Screens from PubChem.
